Source: PubChem
FN deposition inh: fibronectin deposition inhibition. AH1F fibroblasts, Alexa488-fibronectin deposition fluorescence, overnight. inhibition, % at 12.6 µM. hit rate 0.086% among 350,000. AID 743247;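 active = mean inhibition across replicates of 30% or more, regardless of how many single replicates reach that level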;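 note: positive control wells lacked labelled fibronectin entirely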
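Schedule: 1 h cell adhesion before compound, then overnight fibronectin incubation; test system: AH1F fibroblast monolayer depositing Alexa488-labelled fibronectin into matrix; quantity: 10000 AH1F cells per well; probe or stimulus: fluorescent fibronectin at 24 nM final; signal: fluorescence, ex 485 nm, em 525 nm; evaluation: percent inhibition as loss of matrix-bound fibronectin fluorescence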
esBAF inh: SWI/SNF esBAF complex inhibition. mouse ES cells, Bmi1-luciferase knock-in reporter, 24 h; 100% = twice the neutral-well signal. reporter increase, % at 12.5 µM. hit rate 2% among 350,000; in the data active = activation above about 40%;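 note: 0% = median of the plate's neutral control wells and 100% = double that signal; a rise in the Bmi1 reporter signal indicates esBAF inhibition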
LGR2 inh: blocks bursicon-induced cAMP signaling via Drosophila LGR2. HEK293 LGR2, CRE-luciferase, bursicon-stimulated, 4 h. inhibition, % at 9.99 µM. AID 720647. hit rate 0.35% among 380,000;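 active = drop in luminescence signal, shown as inhibition above about 50% in the replicate tests, limit read from the data, passing the limit was not always enough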;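 note: agonist challenge used bursicon conditioned medium at about half maximal strength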
SIRT5 inh: blocks human SIRT5 desuccinylation of peptide. hit rate 1.1% among 330,000. inhibition, % at 15 µM. Q9NXA8. Purified SirT5, succinyl-peptide AMC, trypsin-coupled fluorescence; in the data active = inhibition above about 15%
Target sequence (Q9NXA8 whole entry, looked up): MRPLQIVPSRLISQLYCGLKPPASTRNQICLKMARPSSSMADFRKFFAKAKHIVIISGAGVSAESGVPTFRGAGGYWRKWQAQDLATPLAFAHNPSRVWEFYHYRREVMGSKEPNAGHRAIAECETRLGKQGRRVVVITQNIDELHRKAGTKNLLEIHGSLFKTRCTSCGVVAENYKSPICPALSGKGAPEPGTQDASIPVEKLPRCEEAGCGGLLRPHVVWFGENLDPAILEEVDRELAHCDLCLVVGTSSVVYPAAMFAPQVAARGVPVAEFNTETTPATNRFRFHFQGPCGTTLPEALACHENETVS
C2C12 statin: protects C2C12 myotubes from simvastatin toxicity; ATP luminescence, 48 h; scaled: DMSO 0, geranylgeraniol control 100; AID 602340; hit rate 0.78% among 330,000; rescue of ATP level, % at 7.49 µM;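 active = mean ATP rescue above about 67%, or every replicate alone reaching that limit, limit read from the data, passing the limit was not always enough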;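 note: myotubes were challenged with 10 µM simvastatin during compound exposure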
S100A4 inh HTS: blocks human S100A4 binding to myosin IIA peptide. P26447. S100A4/TAMRA-MyoIIA peptide fluorescence polarization. inhibition, % at 10.7 µM. hit rate 0.14% among 360,000. AID 652163;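 active = mean inhibition of at least 70% across replicates, with every replicate also reaching that level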
Target sequence (P26447 whole entry, looked up): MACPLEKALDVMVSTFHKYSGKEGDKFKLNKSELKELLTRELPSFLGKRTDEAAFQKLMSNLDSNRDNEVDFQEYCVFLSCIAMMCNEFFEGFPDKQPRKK
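Assay system: human S100A4 monomer with TAMRA-labelled myosin IIA peptide / Buffer or medium: Calcium-containing HEPES buffer, pH 7.2 / Reagent: TAMRA-labelled myosin IIA heavy-chain peptide probe, 5 nM / Compound: one dose per compound / Timing: polarization read 5 min after assay mix addition, stable 5–60 min / Benchmarks: neutral control DMSO, positive control TFP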
CASP6 VEID inh: caspase-6 (human) enzyme inhibition; hit rate 0.53% among 350,000; AID 686996; P55212; purified caspase-6, Z-VEID-R110 cleavage fluorescence; inhibition, % at 12.5 µM;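 active = mean inhibition across replicates at least about 35%, with every replicate also reaching that limit, limit read from the data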;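 note: 0% = median of neutral control wells and 100% = no fluorescence left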
Target sequence (P55212 24-179 limits assumed): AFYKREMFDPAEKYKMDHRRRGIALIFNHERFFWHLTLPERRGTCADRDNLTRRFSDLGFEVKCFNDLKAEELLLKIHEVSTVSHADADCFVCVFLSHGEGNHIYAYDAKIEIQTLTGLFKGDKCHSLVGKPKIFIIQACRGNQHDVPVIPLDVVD
Target sequence (P55212 194-293 limits assumed): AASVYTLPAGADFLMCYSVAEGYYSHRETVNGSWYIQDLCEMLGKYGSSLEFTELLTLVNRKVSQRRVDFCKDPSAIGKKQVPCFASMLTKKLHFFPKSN
Starred values were filed as active, the others as inactive; / = not tested or not shown. The list is partial (hit frequency here may not be typical).

SMILES	FN deposition inh	esBAF inh	LGR2 inh	SIRT5 inh	C2C12 statin	S100A4 inh HTS	CASP6 VEID inh
COc1ccccc1CN1CC[C@@H]2[C@@H](CO)Nc3ccc(C#Cc4ccccc4)cc3[C@@H]21	-6	0	7	1	-63	-8	1
CC(=O)N1CCN(Cc2nc3cc(NC(=O)COc4ccccc4)ccc3n2C)CC1	/	/	-6	0	/	-7	-17
O=C(NCc1nnnn1-c1ccc(F)c(F)c1)c1ccc(S(=O)(=O)N2CCOCC2)cc1	-4	1	-8	-3	-2	-2	0
CC(=O)Nc1ccc(S(=O)(=O)Nc2ccc(Cl)cn2)cc1	-4	-6	-1	-3	0	-6	1
CCN(c1ccccc1)S(=O)(=O)c1cc(C(=O)OC2CCOC2=O)ccc1C (configuration not stated)	-7	-7	8	-4	-7	-5	-1
COCCCn1c(=O)/c(=C\c2ccccc2OC(F)F)s/c1=C(/C#N)C(N)=O	1	2	7	-2	-6	-11	-9
O=C(Nc1ccc(O)cc1C(=O)O)c1ccc(NC(=O)c2ccco2)cc1	6	0	3	5	-2	17	6
Cc1cc(C(=O)COC(=O)c2ccccc2Br)c(C)n1CC1CCCO1 (configuration not stated)	-10	/	92*	-2	/	5	-2
COc1cc(CNCCNC(=O)c2nonc2N)ccc1OCc1ccc(Cl)cc1	10	/	-1	1	/	-5	5
Cc1ccc(S(=O)(=O)N(C)CCCC(=O)Nc2ccc(C)cc2C)cc1	7	/	11	-8	/	-4	0
O=C(CCCc1ccccc1)NCc1ccccc1	2	/	-37	-10	/	13	/
Cc1ccnc(SCCn2c(N(C)Cc3ccccc3)nc3c2c(=O)n(C)c(=O)n3C)n1	9	-13	-21	-1	-16	1	1
CCOC(=O)c1cc2c(c(-c3cccc(Br)c3)n1)[C@H](CCO)N(C(=O)NC(C)C)C2	4	-5	5	/	11	/	/
CCCN(C(=O)CSc1n[nH]c(-c2ccc(OC)cc2)n1)c1c(N)n(Cc2ccccc2)c(=O)[nH]c1=O	17	/	14	0	-4	1	-3
CCOC(=O)C(C)Oc1cccc2c(=O)n(CC(=O)Nc3ccc4c(c3)OCCO4)ccc12 (configuration not stated)	2	-4	-13	0	1	0	-1
CCc1ccc(NC(=O)Cn2nc(C(=O)O)c3ccccc3c2=O)cc1	3	-1	30	-2	3	-11	29
COc1ccc(-c2ccc([C@H]3[C@H]4CN(C(=O)C5CCOCC5)CC(=O)N4[C@H]3CO)cc2)cc1	/	/	1	1	/	1	0
O=C1[C@H](c2ccccc2)[C@@H](c2ccncc2)N1c1ccncc1	-7	/	-2	/	/	-1	1
CCOc1ccc(NC(=S)NCc2ccco2)cc1	1	/	-40	17*	/	15	0
Cc1ccc(-c2ccc(CN3C(C)C(=O)N(Cc4cn(Cc5ccco5)nn4)CCS3(=O)=O)cc2)cc1 (configuration not stated)	0	3	27	6	-9	-13	6
O=C(Nc1ccc(Cl)cn1)c1cccc(S(=O)(=O)N2CCCCCC2)c1	-3	4	6	1	0	-1	0
Cc1ccc(S(=O)(=O)N[C@@H]2CC[C@@H](CCNC(=O)CN3CCOCC3)O[C@H]2CO)cc1	/	1	-3	-1	4	-6	-1
C[C@H]1CCCCO[C@H](CN(C)C(=O)c2ccccc2)[C@@H](C)CN([C@@H](C)CO)C(=O)c2cc(NC(=O)Nc3ccc(C(F)(F)F)cc3)ccc2O1	/	2	-2	-4	/	-3	-1
Cc1ccc(CNC(=O)c2cc(-c3ccccc3C)n(CC3CC(c4cccc([N+](=O)[O-])c4)=NO3)n2)cc1 (configuration not stated)	8	-7	7	/	8	-2	-5
C[C@@H]1CCCCO[C@@H](CN(C)S(=O)(=O)c2ccc(Cl)cc2)[C@H](C)CN([C@@H](C)CO)C(=O)c2cc(NC(=O)Nc3ccc4c(c3)OCO4)ccc2O1	-12	6	3	3	/	3	0
CN1OC[C@@H]2CN(C(=O)CCc3ccccc3)[C@H](c3ccccc3Br)C[C@@H]21	1	-4	4	-3	-12	7	-1
C[C@@H]1CN([C@H](C)CO)C(=O)Cc2cc(N(C)C)ccc2O[C@@H]1CN(C)C(=O)Nc1cccc2ccccc12	/	0	-10	0	4	-5	1
O=C(CN1C(=O)NC2(CCCC2)C1=O)N1CCCSC1=Nc1ccccc1	0	0	6	2	3	-5	-1
C[C@H](CO)N1C[C@H](C)[C@H](CN(C)S(=O)(=O)c2ccccc2)OCCCC[C@H](C)Oc2ccc(NC(=O)Nc3ccccc3)cc2C1=O	10	11	10	8	/	-2	-1
Cc1ccc(NC(=O)CN(C)S(=O)(=O)c2ccc(Cl)s2)c(O)c1	-4	33	-17	-1	-17	-3	-8
O=C(C[C@@H]1C=C[C@@H](NC(=O)NC2CCCCC2)[C@H](CO)O1)NCc1ccc(F)cc1	-1	0	7	10	3	42	-1
CO[C@@H]1CN(C)C(=O)c2cc(NC(=O)c3cnccn3)ccc2OC[C@@H](C)N(C(C)=O)C[C@@H]1C	2	-2	-26	/	-7	-29	0
CC(=O)c1ccc(Nc2nc(C(C)N)cs2)cc1 (configuration not stated)	-1	-5	-7	/	7	-1	3
c1ccc(OCCNc2nc(NCC3CC3)nc3ccsc23)cc1	8	-6	7	-2	-87	-1	4
COc1ccc(NC(=O)CN2C(=O)C(C)SC(C)C2=O)c(OC)c1 (configuration not stated)	4	/	4	-7	/	12	1
CCOC(=O)C1=CN(Cc2cccc(F)c2)S(=O)(=O)N(CC)C1c1ccc(Br)cc1F (configuration not stated)	1	-3	-13	-6	-8	-4	0
Cc1cc(C(=O)COc2ccc(C#N)cc2)c(C)n1-c1ccc2c(c1)OCO2	-2	-6	-9	35*	-18	3	3
N#Cc1ccccc1OCC(=O)NCC1(N2CCCCC2)CCCCC1	8	/	10	-5	/	-20	-9
O=C(Nc1nnc(CCN2CCOCC2)s1)c1ccccc1	2	14	-33	-2	0	5	1
CN(C)S(=O)(=O)c1ccc(C(=O)NNC(=O)C23CC4CC(CC(C4)C2)C3)cc1	-4	11	6	0	2	3	0
COc1cc(C=NNc2nc3c([nH]2)c(=O)n(C)c(=O)n3C)ccc1O	3	-5	4	-2	10	-1	-2
O=[N+]([O-])c1cccc(-c2cc3ccccc3[nH]2)c1	7	29	-17	/	44	-6	-5
COc1ccc(NC(=O)N(C)C[C@H]2OCCCC[C@@H](C)Oc3ccc(NS(=O)(=O)c4ccc(OC)cc4)cc3C(=O)N([C@@H](C)CO)C[C@@H]2C)cc1	4	0	-5	/	/	/	/
COc1ccccc1N1CCN(C(=O)CSc2nnc(-c3ccoc3C)o2)CC1	/	-3	22	/	2	/	/
COc1ccc(S(=O)(=O)N(C)C[C@@H]2Oc3cc(-c4cccc(F)c4)ccc3S(=O)(=O)N([C@H](C)CO)C[C@H]2C)cc1	/	12	-4	-3	-105	-12	2
COc1ccc(Cl)cc1-c1nc(SCC(N)=O)n[nH]1	-22	-3	-40	7	-7	3	-3
CN1CCN(CC(=O)Nc2c(C(=O)c3ccccc3)oc3ccccc23)CC1	1	2	-9	3	-7	3	-6
COCc1c(C(=O)N/N=C/c2ccc(C)o2)nnn1-c1nonc1N	8	-5	6	-3	2	-2	-7
COc1ccc(NS(=O)(=O)c2ccc3oc(=O)ccc3c2)cc1	0	4	14	-7	-4	6	0
CN(C)S(=O)(=O)c1cccc(C(=O)OCC(=O)NC2CCCc3ccccc32)c1 (configuration not stated)	-3	/	12	/	/	-2	0
C[C@@H]1CN([C@H](C)CO)C(=O)Cc2cc(NC(=O)Cc3ccccc3)ccc2O[C@@H]1CN(C)S(C)(=O)=O	14	-1	-10	-5	33	3	5
CN(C(=O)Cc1c(C(=O)O)n(C)c2ccccc12)c1ccc(F)cc1	1	0	-5	11	2	0	2
CC[N+]1=C(C)C(C)(C)c2cc(C)ccc21	-39	-28	56*	-3	-16	182*	4
C[C@H]1CN([C@@H](C)CO)C(=O)c2cc(NS(=O)(=O)c3ccccc3)ccc2O[C@@H]1CN(C)Cc1ccc(C(=O)Nc2ccccc2N)cc1	-5	-4	-32	/	-8	2	0
Cc1onc(-c2ccccc2)c1C(=O)Nc1ccc(Cl)c(S(=O)(=O)N2CCOCC2)c1	-7	13	-3	-1	10	-4	4
Cn1cccc1/C=C1\CCC/C(=C\c2cccn2C)C1=O	-97	81*	/	/	-6	/	/
COc1ccccc1CNC(=O)C[C@H]1C=C[C@@H](NC(=O)CC2CC2)[C@H](CO)O1	/	-4	-8	-4	0	-10	3
COC(=O)CCC/C=C1/SCC(NC(=O)c2ccccc2)C1O (configuration not stated)	/	1	-5	-3	1	16	-3
O=C(Cc1ccccn1)N1CC(=O)N2[C@H](CO)[C@@H](c3ccc(C#CCC4CCCC4)cc3)[C@H]2C1	3	/	10	1	/	0	2
CC(C)C(=O)N1CCN(c2ccccc2NC(=O)c2ccco2)CC1	-8	-7	15	-2	-4	0	-1

Additional records follow:
SMILES	FN deposition inh	esBAF inh	LGR2 inh	SIRT5 inh	C2C12 statin	S100A4 inh HTS	CASP6 VEID inh
CNC[C@@H]1OCCCC[C@@H](C)Oc2ccc(NC(=O)Cc3ccccc3)cc2C(=O)N([C@@H](C)CO)C[C@H]1C	/	3	15	-4	-31	-20	0
N#C[C@@H]1N[C@H](CO)[C@H]1c1ccc(-c2cccc(F)c2)cc1	-5	-9	7	-1	-8	6	2
O=C(O)C1CCN(C(=O)COc2ccc3c(c2)oc(=O)c2ccccc23)CC1	/	1	-6	-32	-9	-1	5
O=C(CCS(=O)(=O)c1ccccc1)N(CCCN1CCOCC1)c1nc2ccccc2s1	/	17	-8	0	1	6	-2
Fc1ccccc1-c1nc2c(s1)CCc1onc(-c3ccc(Br)cc3)c1-2	7	-3	-2	1	4	-6	2
CC(C)C(=O)Nc1ccc2c(c1)C(=O)N(C)[C@@H]1CC[C@H](CC(=O)NCCc3ccccc3)O[C@H]1CO2	-3	-6	6	/	4	/	/
CCCN1C(=O)c2ccc(C(=O)Nc3cc(C)ccc3O)cc2C1=O	3	30	29	/	6	-2	-1
Cc1ccc(S(=O)(=O)N[C@@H]2CC[C@@H](CCn3cc(-c4ccccc4F)nn3)O[C@H]2CO)cc1	/	6	16	-7	2	7	0
CC(C)c1ccc(S(=O)(=O)N2CCN(C(=O)C3CC3C)CC2)cc1 (configuration not stated)	15	0	6	6	9	0	4
COC(=O)[C@]12C[C@H](CC(=O)NCc3ccc(OC)c(OC)c3)C(=O)N(Cc3ccc4c(c3)OCO4)C1=C[C@H](C(C)(C)C)O[C@@H]2C	-4	/	-3	/	/	2	-6
O=C(C[C@@H]1C[C@H]2c3cc(NS(=O)(=O)c4ccc(F)cc4)ccc3O[C@H]2[C@@H](CO)O1)NCc1ccccn1	/	3	8	-15	8	0	-2
C[C@@H]1CCCCO[C@H](CN(C)S(=O)(=O)c2cn(C)cn2)[C@H](C)CN([C@@H](C)CO)C(=O)c2cc(NS(=O)(=O)c3cccs3)ccc2O1	/	-2	13	-1	32	-10	-1
O=C1NC2(c3ccccc3)NC(=O)NC2(c2ccccc2)N1 (configuration not stated)	6	-5	3	-1	-3	-4	-2

An excerpt from above in order of the S100A4 inh HTS value, lowest first.
| SMILES | esBAF inh | LGR2 inh | SIRT5 inh | S100A4 inh HTS | CASP6 VEID inh |
| --- | --- | --- | --- | --- | --- |
| O=C(CN1C(=O)NC2(CCCC2)C1=O)N1CCCSC1=Nc1ccccc1 | 0 | 6 | 2 | -5 | -1 |
| COC(=O)[C@]12C[C@H](CC(=O)NCc3ccc(OC)c(OC)c3)C(=O)N(Cc3ccc4c(c3)OCO4)C1=C[C@H](C(C)(C)C)O[C@@H]2C | / | -3 | / | 2 | -6 |
| CN1CCN(CC(=O)Nc2c(C(=O)c3ccccc3)oc3ccccc23)CC1 | 2 | -9 | 3 | 3 | -6 |
| O=C(C[C@@H]1C=C[C@@H](NC(=O)NC2CCCCC2)[C@H](CO)O1)NCc1ccc(F)cc1 | 0 | 7 | 10 | 42 | -1 |
